Screening results: PubChem, several laboratories
NCOA1 inh – inhibits human SRC1 coactivator; inhibition, % at 3.6 µM; 360,000 tested, 0.12% active; HEK293 GAL4-SRC1 luciferase reporter, luminescence;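 active = inhibition above the campaign mean plus 3 SD, with each screening campaign given its own cutoff, cut at about 60% in these data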;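 also: 0% = DMSO treated cells and 100% = gossypol at 36 µM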
SRC3 inh – human NCOA3 inhibition; inhibition, % at 3.6 µM; Q9Y6Q9; 360,000 tested, 0.17% active; HEK293 GAL4-SRC3 luciferase reporter, luminescence;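 active = inhibition above a per-campaign cutoff, the mean of all compounds plus 3 SD, cut at about 60% in these data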;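 also: 0% = DMSO-treated cells and 100% = gossypol-treated cells at 36 µM; higher means less SRC3-driven luciferase light from the GAL4 reporter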
TRAIL sens C8 – sensitizes caspase-8 expressing cells to TRAIL; inhibition (viability loss, TRAIL sensitization), % at 10 µM; AID 624354; NB7+C8 cells + TRAIL, ATPlite viability luminescence; 360,000 tested, 1% active;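 active = compounds causing at least 50% loss of cell viability in the single-dose screen, relative to plate controls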
NCOA2 inhibitor – inhibits human steroid receptor coactivator 2; inhibition, % at 9 µM; HEK293 GAL4-SRC2 luciferase reporter, luminescence; 370,000 tested, 0.17% active;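 active = inhibition above the mean inhibition of all tested compounds plus 3 SD, set per campaign, cut at about 52% in these data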;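 also: 0% = DMSO treated cells and 100% = cells given Gossypol at 36 µM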
TROY signal inh – blocks TROY-dependent signaling in reporter cells; Q293 LMP1-TROYcd NF-kB luciferase reporter, 4 h; inhibition, % at 10 µM; 360,000 tested, 0.98% active; AID 1347056;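 active = compounds whose plate-normalised and pattern-corrected inhibition of the luciferase reporter signal at the single screening dose is 50% or more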
COUP-TFII inh – blocks human COUP-TFII nuclear receptor; AID 686940; 370,000 tested, 0.7% active; HEK293T NGFI-A luciferase reporter, luminescence; P24468; inhibition, % at 8.6 µM;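 active = inhibition above a per-plate cutoff, mean inhibition of test wells between control levels plus 3 SD, cut at about 38% in these data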;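 also: cells cotransfected with COUP-TFII expression vector driving the NGFI-A reporter; 0% = median of COUP-TF2 test wells and 100% = reporter-only cells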
LMP1 NFkB inh – Epstein-Barr LMP1 NF-kappaB reporter inhibition; LMP1-induced NF-kappaB luciferase reporter cells, luminescence; 350,000 tested, 0.69% active; inhibition, % at 12.5 µM; in the data active = inhibition above about 41%;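 also: 0% = neutral control wells and 100% = reference inhibitor control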
NOD2-RIPK2 inh – NOD2-RIPK2 protein interaction inhibition | O43353 | AID 624267 | 360,000 tested, 0.38% active | CHO BLA complementation NOD2-RIPK2, CCF4 ratio | inhibition, % at 4.98 µM; in the data active = inhibition above about 21%;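 also: 0% = vehicle only and 100% = reference blocker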
Target sequence (O43353 whole entry, looked up): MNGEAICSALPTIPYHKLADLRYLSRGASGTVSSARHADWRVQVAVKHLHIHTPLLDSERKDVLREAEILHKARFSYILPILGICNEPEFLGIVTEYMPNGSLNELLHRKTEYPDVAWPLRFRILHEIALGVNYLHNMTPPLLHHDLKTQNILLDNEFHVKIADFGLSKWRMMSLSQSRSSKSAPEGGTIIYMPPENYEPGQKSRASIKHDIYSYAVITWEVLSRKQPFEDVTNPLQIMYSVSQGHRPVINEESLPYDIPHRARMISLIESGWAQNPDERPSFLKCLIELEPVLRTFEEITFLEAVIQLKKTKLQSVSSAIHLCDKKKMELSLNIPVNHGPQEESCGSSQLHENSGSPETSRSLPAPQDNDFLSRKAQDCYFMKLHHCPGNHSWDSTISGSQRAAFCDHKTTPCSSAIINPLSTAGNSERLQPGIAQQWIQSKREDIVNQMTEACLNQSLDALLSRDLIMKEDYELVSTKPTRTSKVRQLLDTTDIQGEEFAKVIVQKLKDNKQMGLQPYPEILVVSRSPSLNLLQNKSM
TWEAK-Fn14 inh – TWEAK-Fn14 signaling inhibition; TWEAK-stimulated Fn14 reporter cells, luciferase luminescence, 8 h; inhibition, % at 10 µM; 360,000 tested, 2% active; AID 1159606; in the data active = inhibition above about 50%
LRH-1 inv ag – suppresses constitutive activity of human LRH-1; inhibition, % at 3.6 µM; HEK293T StAR-luciferase reporter, LRH-1 transfected, 24 h; O00482; 360,000 tested, 0.13% active; AID 602396;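 active = inhibition above the mean inhibition of all tested compounds plus 3 SD, cut at about 73% in these data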;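 also: 0% = DMSO wells and 100% = reporter-only cells lacking LRH-1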
Target sequence (O00482 whole entry, looked up): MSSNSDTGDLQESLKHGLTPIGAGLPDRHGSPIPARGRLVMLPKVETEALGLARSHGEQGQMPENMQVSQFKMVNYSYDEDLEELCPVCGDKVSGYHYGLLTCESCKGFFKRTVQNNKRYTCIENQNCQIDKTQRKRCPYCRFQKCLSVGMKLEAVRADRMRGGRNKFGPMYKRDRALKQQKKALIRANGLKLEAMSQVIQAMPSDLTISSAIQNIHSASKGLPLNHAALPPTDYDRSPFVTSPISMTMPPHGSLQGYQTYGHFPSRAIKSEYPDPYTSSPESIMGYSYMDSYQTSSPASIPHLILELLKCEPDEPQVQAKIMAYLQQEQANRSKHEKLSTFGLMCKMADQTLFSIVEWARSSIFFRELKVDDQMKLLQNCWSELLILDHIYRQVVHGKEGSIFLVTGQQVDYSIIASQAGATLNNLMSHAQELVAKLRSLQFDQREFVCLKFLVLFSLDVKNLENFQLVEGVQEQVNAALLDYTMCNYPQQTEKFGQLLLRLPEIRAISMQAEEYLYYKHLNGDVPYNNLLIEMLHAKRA
TLR9-MyD88 block – blocks human TLR9 binding to MyD88 | Q9NR96+Q99836 | CHO BLA complementation TLR9-MyD88, CCF4 FRET ratio | inhibition, % at 4.98 µM | 340,000 tested, 0.21% active;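 active = inhibition above the mean over all tested compounds plus 3 SD, cut at about 21% in these data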;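 also: 0% = DMSO only wells and 100% = clavulanate BLA inhibitor control wells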
* = called active by the depositor; x = no result given. An excerpt; rates above refer to the full screens.

entry	SMILES	NCOA1 inh	SRC3 inh	TRAIL sens C8	NCOA2 inhibitor	TROY signal inh	COUP-TFII inh
1	COc1cccc(N2[C@@H](CC(C)=O)c3ccc(/C=C/C(C)=O)cc3S2(=O)=O)c1	-18	-5	6	-1	-5	-8
2	OCC1(Cc2ccccc2)CCCN(Cc2c[nH]c3ccccc23)C1 (stereo unspecified)	15	16	1	17	-5	-27
3	COc1ccc(C2N(c3cc(Cl)ccc3OC)C(=O)C3CCCN32)c(OC)c1 (stereo unspecified)	-10	-9	-10	-19	-22	9
4	Cn1nnnc1SCC(=O)NCc1ccc2c(c1)OCO2	2	20	-4	-15	-9	9
5	Cc1cc(C)nc(SCC(=O)N2CCCCC2)n1	-4	-10	-12	-10	4	-8
6	CC1Sc2ccc(C(=O)NCc3cccc(C(F)(F)F)c3)cc2NC1=O (stereo unspecified)	4	13	3	-30	-9	-11
7	CC(=O)c1cc(CN2CCN(C(C)C)C(CCO)C2)cs1 (stereo unspecified)	9	8	-30	-9	-4	-1
8	CC(C)CNC(=O)c1c(N)n(/N=C/c2ccccn2)c2nc3ccccc3nc12	3	10	14	-15	5	3
9	CCOC(=O)C1=CN(Cc2ccco2)S(=O)(=O)NC1c1ccc(C(F)(F)F)cc1 (stereo unspecified)	-14	8	-8	7	-9	10
10	COc1cc(OC)c(C(=O)Nc2ccc(C(=O)c3ccccc3)cc2)cc1OC	-38	6	-18	16	5	-7
11	O=C(CN1C(=O)NC2(CCCCC2)C1=O)NCc1cccs1	14	19	-3	8	2	13
12	CC(N)(C(=O)O)c1cccc(OCc2cccc(Cl)c2)c1 (stereo unspecified)	18	16	-6	-3	-34	-13
13	Cc1cccc(NC(=O)CNC(=O)Cn2ncc(Cl)c(Cl)c2=O)c1C	-24	4	74*	x	10	x
14	N#CC1(NC(=O)CSc2nc3ccccc3s2)CCCCC1	-15	3	3	7	-12	11
15	CCOC(=O)c1csc(-c2csc(CCNC(=O)c3ccccc3)n2)n1	-27	-15	5	-9	-24	-21

entry	LMP1 NFkB inh	NOD2-RIPK2 inh	TWEAK-Fn14 inh	LRH-1 inv ag	TLR9-MyD88 block
1	0	2	22	-10	-1
2	1	3	2	12	-5
3	3	5	10	-14	-1
4	0	-8	-23	-2	-1
5	-9	-3	6	-5	-2
6	-8	3	1	8	-8
7	5	-12	-12	-1	5
8	-3	-5	11	-9	1
9	4	-3	-3	-17	-2
10	2	7	-31	-15	0
11	4	-9	-10	11	-7
12	-1	-1	-22	-1	-5
13	-57	-1	100*	-28	8
14	-1	-2	8	9	-19
15	-7	-16	-3	2	10

One compound at a time (already shown). Order of values: NCOA1 inh | SRC3 inh | TRAIL sens C8 | NCOA2 inhibitor | TROY signal inh | COUP-TFII inh | LMP1 NFkB inh | NOD2-RIPK2 inh | TWEAK-Fn14 inh | LRH-1 inv ag | TLR9-MyD88 block
Cc1cccc(NC(=O)CNC(=O)Cn2ncc(Cl)c(Cl)c2=O)c1C as listed: -24 | 4 | 74* | x | 10 | x | -57 | -1 | 100* | -28 | 8
CC1Sc2ccc(C(=O)NCc3cccc(C(F)(F)F)c3)cc2NC1=O (stereo unspecified) as listed: 4 | 13 | 3 | -30 | -9 | -11 | -8 | 3 | 1 | 8 | -8
Cn1nnnc1SCC(=O)NCc1ccc2c(c1)OCO2 as listed: 2 | 20 | -4 | -15 | -9 | 9 | 0 | -8 | -23 | -2 | -1

(listing goes on)
entry	SMILES	NCOA1 inh	SRC3 inh	TRAIL sens C8	NCOA2 inhibitor	TROY signal inh	COUP-TFII inh
16	COc1ccc(CNC(=S)Nc2ccc(Br)cc2)cc1	-24	1	8	20	21	-5
17	CCC(C)C(NC(=O)CCC(=O)OCC(=O)[C@@]1(O)CCC2[C@@H]3CCC4=CC(=O)C=C[C@]4(C)C3[C@@H](O)C[C@@]21C)C(=O)O (stereo partly specified)	-12	-36	0	-25	11	-31
18	O=C(c1noc2c1CCCC2)N1CCOCC1	5	11	8	x	12	x
19	CCOC(=O)c1cnc2c(C(F)(F)F)cccc2c1N1CCN(C)CC1	5	7	7	10	1	4
20	COc1ccc([C@H]2C[C@@H](O)C[C@@H](CCn3cc(-c4ccccc4)nn3)O2)cc1	x	x	6	10	-29	8
21	COc1ccc(OC)c(NC(=O)C2CCCCC2C(=O)O)c1 (stereo unspecified)	-3	13	4	-2	8	8
22	O=C(COC(=O)/C=C/c1ccc(C(F)(F)F)cc1)NCc1ccco1	-16	-2	9	2	-2	-5
23	CCN(C(=S)NC(=O)c1ccccc1Br)C1CCCCC1	4	18	-4	-9	2	11
24	O=C(CNc1ccccc1C(=O)O)c1ccccc1	-32	-1	19	-50	-12	-22
25	COC(=O)CC(NC(=S)NC(=O)c1ccccc1)c1ccc(Br)cc1 (stereo unspecified)	3	9	6	6	-28	27
26	C[C@H]1COc2cccc(N3CCC[C@@H]3CO)c2S(=O)(=O)N1	x	x	-14	-18	2	10
27	Cn1c(=O)c2c(n(Cc3ccccc3)c1=O)NC(=O)C2CC(=O)NCc1cccc(Cl)c1 (stereo unspecified)	-10	27	-9	2	-3	-8
28	Cc1ccc([C@H]2C[C@@H](n3cc(C4CC4)nn3)[C@H](O)CN2CC2CCCCC2)cc1	-61	-12	6	28	-13	-4
29	C=C1CCC[C@]2(C)C[C@H]3OC(=O)C(CNC(CC)CO)[C@H]3CC12 (stereo partly specified)	-4	4	0	17	3	5
30	CCCOc1cccc(C(=O)NCCNC(=O)c2ccccn2)c1	4	-2	-17	-25	-6	-2

entry	LMP1 NFkB inh	NOD2-RIPK2 inh	TWEAK-Fn14 inh	LRH-1 inv ag	TLR9-MyD88 block
16	-8	4	64*	4	4
17	7	0	-4	9	10
18	-1	3	-6	-18	-7
19	1	13	26	2	5
20	x	-14	-24	6	x
21	-3	-6	1	9	2
22	-1	-9	-4	-8	-17
23	6	0	0	-3	1
24	-5	-11	-5	-21	-9
25	-2	-5	11	-12	-12
26	x	-4	6	-45	x
27	-2	-12	-1	0	8
28	-16	1	-4	8	2
29	18	0	57*	-4	2
30	-1	8	-5	-5	3

More compounds
entry	SMILES	NCOA1 inh	SRC3 inh	TRAIL sens C8	NCOA2 inhibitor	TROY signal inh	COUP-TFII inh
31	Cc1cc(C(=O)NNc2ccc(F)cc2)no1	34	55	-10	-24	1	-5
32	NS(=O)(=O)c1cccc(NC(=O)COC(=O)CC2CC3CCC2C3)c1 (stereo unspecified)	-14	0	-2	-7	-16	-13
33	Cc1ccc(OC(=O)c2cccnc2)cc1	-10	8	-24	-34	-54	12
34	CN(C(=O)c1cccc(NC(=O)Cc2ccc(NC(=O)C3CCCN(C(=O)c4ccccc4)C3)cc2)c1)C1CCC1 (stereo unspecified)	3	-2	-12	-8	7	-3
35	COc1ccccc1-n1cc(C(=O)NCC(=O)NCc2ccc(F)cc2)c2ccccc2c1=O	17	1	5	-22	-17	13
36	NC(=O)NC(=O)COC(=O)CCCCCNS(=O)(=O)c1ccc2c(c1)OCCO2	-3	16	-8	8	14	8
37	COc1cc(NC(=O)COC(=O)c2nc3nc(C)cc(C)n3n2)cc(OC)c1	-7	8	12	3	-2	13
38	CCOc1ccc(N(CC(=O)Nc2ccc(Cl)cc2)S(C)(=O)=O)cc1	-27	-19	-4	-7	-36	12
39	Cc1ccc(C)n1NC(=O)c1ccc(O)cc1	2	12	2	-18	11	2
40	CN(C(=O)c1coc(=O)c2ccccc12)c1ccc(F)cc1	1	-7	0	-34	-16	11
41	Cc1ccc(C(=O)N2CCN(c3ccccn3)CC2)cc1Cl	-13	6	-10	7	-6	-3
42	CN(C)C(=O)c1ccc(Cl)cc1[N+](=O)[O-]	3	11	-8	-13	8	-1
43	O=C1CN(C(=S)Nc2ccccc2Cl)CCN1	4	25	8	-2	4	-17
44	O=C(CSc1nc(Cc2ccccc2)nc2ccccc12)Nc1nc2c(s1)CCCC2	-4	14	-5	6	36	-10
45	COc1cccc(/C=N/Nc2ncc(C)c(=O)[nH]2)c1OC	-22	-19	-3	-25	-16	-4

entry	LMP1 NFkB inh	NOD2-RIPK2 inh	TWEAK-Fn14 inh	LRH-1 inv ag	TLR9-MyD88 block
31	-8	-4	-9	14	-2
32	-3	8	1	-7	-5
33	1	-8	-23	15	-3
34	4	-8	-4	5	5
35	-4	2	23	1	3
36	-8	5	-3	5	2
37	-7	-20	-20	11	7
38	-1	-3	-29	-4	2
39	-10	0	-7	1	11
40	7	-6	3	4	-10
41	-3	-2	6	7	-12
42	10	6	-5	-16	0
43	5	1	-2	13	-6
44	-5	0	-3	0	11
45	-4	-7	7	-4	-4

Reformatted: entries from further up
39	Cc1ccc(C)n1NC(=O)c1ccc(O)cc1
44	O=C(CSc1nc(Cc2ccccc2)nc2ccccc12)Nc1nc2c(s1)CCCC2
37	COc1cc(NC(=O)COC(=O)c2nc3nc(C)cc(C)n3n2)cc(OC)c1
32	NS(=O)(=O)c1cccc(NC(=O)COC(=O)CC2CC3CCC2C3)c1 (stereo unspecified)
43	O=C1CN(C(=S)Nc2ccccc2Cl)CCN1
Assay by compound | 39 | 44 | 37 | 32 | 43
NCOA1 inh | 2 | -4 | -7 | -14 | 4
SRC3 inh | 12 | 14 | 8 | 0 | 25
TRAIL sens C8 | 2 | -5 | 12 | -2 | 8
NCOA2 inhibitor | -18 | 6 | 3 | -7 | -2
TROY signal inh | 11 | 36 | -2 | -16 | 4
COUP-TFII inh | 2 | -10 | 13 | -13 | -17
LMP1 NFkB inh | -10 | -5 | -7 | -3 | 5
NOD2-RIPK2 inh | 0 | 0 | -20 | 8 | 1
TWEAK-Fn14 inh | -7 | -3 | -20 | 1 | -2
LRH-1 inv ag | 1 | 0 | 11 | -7 | 13
TLR9-MyD88 block | 11 | 11 | 7 | -5 | -6

Later entries.
entry	SMILES	NCOA1 inh	SRC3 inh	TRAIL sens C8	NCOA2 inhibitor	TROY signal inh	COUP-TFII inh
46	Cc1cc(C)cc(NC(=O)c2cc(C)nn2C)c1	8	8	1	-8	-13	3
47	CC(C)N(Cc1nc(-c2ccccc2)no1)C(=O)c1ccc([N+](=O)[O-])cc1	5	-6	-1	13	7	-1
48	CC(=O)Nc1ccc(NC(=O)Cn2c(=O)n(-c3ccc(C)cc3)c(=O)c3oc4ccccc4c32)cc1	17	17	-5	15	16	18
49	CCN(CC)CCNC(=O)c1cc(Nc2ccc(OC)c(OC)c2)nc2ccccc12	-15	12	6	-22	-7	3
50	COC(=O)C1=C(C)NC(C)=C(C(=O)OC)C1C(=O)OCC(=O)NC1CCCCC1C (stereo unspecified)	11	4	-12	-3	0	-4
51	COc1cccc(C(=O)N2N=C(c3cccc(OC)c3)CC2(O)C(F)(F)F)c1 (stereo unspecified)	-2	5	-8	-13	16	16
52	Cc1cccc(N2C(=O)NC3(CCCCC3)C2=O)c1	-23	0	5	-18	2	-16
53	Cc1ccn2c(=O)nc(SCC(=O)Nc3cccc4ccccc34)nc2c1	-13	3	3	-3	6	12

entry	LMP1 NFkB inh	NOD2-RIPK2 inh	TWEAK-Fn14 inh	LRH-1 inv ag	TLR9-MyD88 block
46	6	0	-4	9	-13
47	-2	3	-9	-20	-12
48	8	4	-4	3	-5
49	-1	-10	-6	3	-5
50	3	5	12	-2	-2
51	5	-4	5	14	-4
52	7	-14	-8	-14	-3
53	3	1	-5	5	-1
